Screening data: PubChem BioAssay, several laboratories
Rv3671c inh = inhibitors of M. tuberculosis serine protease Rv3671c. P9WHR9. 0.048% of 320,000 active. inhibition, % at 5.96 µM; in the data active means inhibition above about 38%;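 further: extracellular domain of Rv3671c used as enzyme; 0% = enzyme with DMSO and 100% = no enzyme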
Target sequence (P9WHR9 whole entry, looked up, the tested form may be a part): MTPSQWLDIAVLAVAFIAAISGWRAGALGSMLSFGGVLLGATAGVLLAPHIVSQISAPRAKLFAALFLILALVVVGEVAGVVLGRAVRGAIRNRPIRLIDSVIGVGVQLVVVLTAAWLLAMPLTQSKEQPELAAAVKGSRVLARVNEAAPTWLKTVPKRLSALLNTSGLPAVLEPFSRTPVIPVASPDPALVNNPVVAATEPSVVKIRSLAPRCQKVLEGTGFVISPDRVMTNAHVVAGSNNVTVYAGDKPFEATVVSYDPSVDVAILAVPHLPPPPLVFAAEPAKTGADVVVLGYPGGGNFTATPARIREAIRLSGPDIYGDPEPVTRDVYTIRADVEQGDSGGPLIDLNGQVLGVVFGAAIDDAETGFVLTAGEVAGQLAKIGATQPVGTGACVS
Vc quorum ag = quorum light induction in luxS cqsA deficient V. cholerae. V. cholerae BH1578 lux reporter, luminescence, 6 h. 0.16% of 350,000 active. activation, % at 18.7 µM; in the data active means activation mostly above about 9.7%, no sharp cut-off; inconclusive means no clear call, values can overlap the other calls; inactive means mostly below about 3.7%; further: not every result past the cut was called active; inactives centre near 0; reference of the scale not given here
MazEF act = increases E. coli MazEF RNase cleavage of RNA; P0AE70; FAM/BHQ RNA-DNA oligo cleavage fluorescence, 5 h; activation, % at 20 µM; 0.32% of 350,000 active; AID 504720; in the data active means activation above about 50%
Target sequence (P0AE70 whole entry, looked up): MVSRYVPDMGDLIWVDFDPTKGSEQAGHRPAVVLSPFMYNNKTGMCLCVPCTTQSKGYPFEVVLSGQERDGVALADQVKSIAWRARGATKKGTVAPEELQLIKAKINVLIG
TcdB GH inh = inhibitors of Clostridioides difficile toxin B glycohydrolase; TcdB glycohydrolase enzymatic assay, plate reader; inhibition, % at 9.99 µM; P18177; 0.24% of 350,000 active; in the data active means inhibition above about 10%
DUSP3 inh = blocks human VHR1 dual specificity phosphatase | 0.52% of 290,000 active | recombinant VHR phosphatase, pNPP absorbance | inhibition, % at 13.3 µM; in the data active means inhibition above about 50%; further: some compounds called inactive have numbers as strong as hits
Target sequence (P51452 whole entry, looked up): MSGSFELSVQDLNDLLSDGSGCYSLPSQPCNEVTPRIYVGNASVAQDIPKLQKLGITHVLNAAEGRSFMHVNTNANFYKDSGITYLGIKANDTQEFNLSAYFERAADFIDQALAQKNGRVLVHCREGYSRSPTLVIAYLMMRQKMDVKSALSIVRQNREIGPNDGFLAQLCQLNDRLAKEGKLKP
Y pestis TopoI = Y. pestis Topo-I inhibition via cleavage products; activity, % at 10 µM; Y. pestis Topo-I cleavage product accumulation, plate reader; 0.064% of 360,000 active; in the data active means activity above about 50%, passing the limit was not always enough; inconclusive means no clear call, values can overlap the other calls; further: inactives centre near 2
PfHsp40 rescue = restores yeast growth despite PfHsp40 toxicity; S. cerevisiae expressing PfHsp40, growth rescue, ATP luminescence; growth rescue, % at 12.5 µM; 0.68% of 340,000 active; in the data active means growth rescue above about 28%, passing the limit was not always enough; inconclusive means no clear call, values can overlap the other calls;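 further: yeast W303a lacking pdr1 and pdr3 grown in galactose medium; growth measured after three days at 30 °C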
SARS 3CLpro inh = SARS-CoV 3CLpro protease inhibition; 0.14% of 290,000 active; recombinant SARS-CoV 3CLpro, quenched FRET peptide cleavage; inhibition, % at 6 µM; in the data active means inhibition above about 12%
Anthrax LF prot = blocks Bacillus anthracis lethal factor protease. P15917. multiplex microsphere protease cleavage assay, LF. inhibition, % at 10 µM. 0.12% of 360,000 active; in the data active means inhibition above about 30%; inconclusive means no clear call, values can overlap the other calls; further: plate controls were buffer without enzyme for full effect and enzyme alone for no effect
SSB-PriA inh = blocks PriA binding to SSB C-terminal tail | AlphaScreen SSBct-PriA binding, biotinylated peptide | inhibition, % at 33 µM | 0.6% of 430,000 active; in the data active means inhibition mostly above about 37%, no sharp cut-off; inactive means mostly below about 20%;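 further: plate controls were negative control peptide for no effect and reference peptide for full effect; strong numbers were not always called active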
An asterisk follows results filed as active; i = inactive; ? = inconclusive; · = not tested or not shown; & = joins results of further samples. A portion of the library, so the mix of outcomes need not match the whole.

compound	Rv3671c inh	Vc quorum ag	MazEF act	TcdB GH inh	DUSP3 inh	Y pestis TopoI	PfHsp40 rescue	SARS 3CLpro inh	Anthrax LF prot	SSB-PriA inh
S=C(Nc1ccccc1Cl)NC1CCN(Cc2ccccc2)CC1	0	-5.9	10	·	23	3	-0.2	-4	-3	-16
CC(C)(C)NCc1cc2ccccc2[nH]c1=O	-1	-0.2	5	·	7	0	0.6	6	-10	-9
O=c1cc(CO)oc(C(Nc2cccc([N+](=O)[O-])c2)c2ccccn2)c1O (stereo not given)	12	-0.2	-7	1.6	-4	0	-0.7	1	-12	-2
CC(Cc1ccccn1)NC(=O)c1ccc(OC2CCN(Cc3ccccn3)CC2)cc1 (stereo not given)	5	i	-2	1.4	-7	13	0.6	3	-1	13
CN(C)N=C1c2cc(S(=O)(=O)N3CCOCC3)ccc2-c2ccc(S(=O)(=O)N3CCOCC3)cc21	-1	-0.3	1	·	19	10	1.5	0	-2	-7&6
COc1ccc(C(C)=O)cc1CSc1ccccn1	2	-0.9	-10	-0.3	27	0	-0.9	3	0	-13
CCc1cc2c3c(c1)C(C)CC(C)(C)N3C(=O)/C2=C1\SC(=O)NC1=O (stereo not given)	3	-0.6	8	-0.3	9	-16	-1.9	-4	·	-6
COc1ccc(C2=C3C(=O)OCC3Cc3ncn(Cc4ccccc4)c32)cc1 (stereo not given)	-20	0.8	-2	-2.8	·	12	-0.8	·	1	7
O=C(Nc1nc2ccccc2c(=O)[nH]1)c1ccccc1SCc1ccccc1	0	i	2	0.9	26	14	-1.2	5	1	-9
Cc1nc2cc(C(=O)NCCN3CCOCC3)ccc2n1-c1ccc(F)cc1F	1	0.6	-5	·	26	-3	0.4	2	2	-14
COc1ccc(S(=O)(=O)N2CCN(C(c3ccccc3)c3ccccc3)CC2)cc1NC(C)=O	5	-7.7	22	-0.4	6	-6	5.6	1	0	-13
CN(C)c1ccc(/C=C2/C=C(c3ccc4c(c3)CCCC4)OC2=O)cc1	-9	i	-30	1.3	11	6	-1.6	4	-12	-7

Three entries from above in another layout.
Order of values – Rv3671c inh, Vc quorum ag, MazEF act, TcdB GH inh, DUSP3 inh, Y pestis TopoI, PfHsp40 rescue, SARS 3CLpro inh, Anthrax LF prot, SSB-PriA inh
COc1ccc(C(C)=O)cc1CSc1ccccn1
    2, -0.9, -10, -0.3, 27, 0, -0.9, 3, 0, -13
CCc1cc2c3c(c1)C(C)CC(C)(C)N3C(=O)/C2=C1\SC(=O)NC1=O (stereo not given)
    3, -0.6, 8, -0.3, 9, -16, -1.9, -4, ·, -6
COc1ccc(C2=C3C(=O)OCC3Cc3ncn(Cc4ccccc4)c32)cc1 (stereo not given)
    -20, 0.8, -2, -2.8, ·, 12, -0.8, ·, 1, 7

The listing continues.
compound	Rv3671c inh	Vc quorum ag	MazEF act	TcdB GH inh	DUSP3 inh	Y pestis TopoI	PfHsp40 rescue	SARS 3CLpro inh	Anthrax LF prot	SSB-PriA inh
O=[N+]([O-])c1cccc(/C=N/Nc2nc(N3CCOCC3)nc(N3CCOCC3)n2)c1	3	2.5	8	-0.2	5	-9	-1.0	-4	-1	·
COc1cc(NC(=O)CS(=O)(=O)c2ccc(C)cc2)cc(OC)c1OC	1	i	0	·	-10	-5	0.1	0	-8	1
Cc1ccc(SCCNC(=O)CN2C(=O)c3ccccc3S2(=O)=O)cc1	-3	i	6	·	-2	9	0.2	1	·	-5
CCN1CCN(Cc2ccc(NC(=O)Nc3ccc(OC)cc3)cc2)CC1	4	-0.5	13	1.3	41	-2	-1.0	7	3	-2
CCS(=O)(=O)c1ccc2oc(SCC(=O)NCCc3ccc(OC)cc3)nc2c1	6	·	8	0.6	29	-2	-0.7	2	-4	-4
CCCC(C(=O)NCCC(C)C)N(Cc1ccccc1)C(=O)c1snc(C(N)=O)c1N (stereo not given)	-2	i	1	2.0	1	20	0.8	2	12	-14
O=C(Nc1ccc(NC(=O)c2cccs2)cc1)c1ccc2ccccc2c1	-4	-0.4	12	1.2	6	-1	-0.9	1	1	-14
COc1ccc(NS(=O)(=O)c2ccc(-c3coc(C)n3)cc2)c(OC)c1	14	-0.4	0	0.0	7	8	-1.2	-5	-3	0
CCCC(=O)NC(C)C(c1cccs1)N1CCN(C)CC1 (stereo not given)	0	3.8	-8	0.2	4	-10	1.6	-6	-6	-15
O=C(Nc1nc(COc2ccccc2)cs1)c1ccccc1F	-5	-0.2	-1	·	2	5	-1.1	3	-1	-8
CC1CC(C)(C)NC(=S)N1CCCC(=O)NCCc1ccc(Cl)cc1 (stereo not given)	3	-3.1	-4	3.1	12	3	1.0	0	0	-5
CCCC(=O)NC(c1ccc(OC)cc1)c1ccc2cccnc2c1O (stereo not given)	12	-0.3	5	1.1	20	9	-1.0	2	0	33
O=C(CN1C(=O)NC2(CCCC2)C1=O)OCc1ccc(F)cc1	5	-2.8	6	1.9	·	0	-0.5	·	0	-1
COc1cccc(CN(C)C(=O)COc2ccc(C(=O)c3ccc(Cl)cc3)cc2)c1OC	-4	-0.3	-30	1.8	7	33	3.9	1	4	-16
CC(C)N(C(=O)[C@H]1C[C@H](CC(=O)NCCCN(C)C)C(=O)N2CCc3c([nH]c4cc(CCC(=O)N(C)C)ccc34)[C@]12C)C(C)C	·	-0.5	2	-0.1	·	0	-1.6	·	0	3
O=c1oc2ccccc2c2c1nnn2CCO	2	0.0	9	-0.3	15	3	-0.4	-1	-4	5
COc1ccc(-c2nnn(CC(=O)N(CC(=O)NC3CCCC3)Cc3ccco3)n2)cc1OC	3	i	2	-0.2	9	4	1.1	2	-2	-6
CC1CCCN(C2(O)C(=O)Nc3ccc([N+](=O)[O-])cc32)C1 (stereo not given)	8	i	4	2.1	16	9	6.7	2	-5	-3
O=C(/C=C/c1ccco1)NC(=S)Nc1cccc(C(=O)O)c1	1	-0.4	-13	-0.8	22	0	-0.5	-4	14	-5
COc1cccc(NC(=O)Nc2cccn(Cc3ccc(C)cc3)c2=O)c1	0	-0.1	6	1.2	16	-8	4.1	1	-6	-4
O=C(NC1CCCCC1)N(CCO)Cc1cc2cc3c(cc2[nH]c1=O)OCCO3	-3	-0.1	2	·	22	7	0.3	2	6	1
COc1ccc(N2CCN(C(=O)COC(=O)[C@@H](NC(=O)c3c(F)cccc3F)C(C)C)CC2)cc1	·	-4.0	6	1.4	·	0	-0.2	·	10	-8
Cn1c(=O)n(CC(=O)O)c(=O)c2c1nc1n2CCCN1Cc1ccccc1	-11	-2.4	-4	2.1	-2	-19	-1.7	-1	7	-16
COc1ccc(CCNC(=S)Nc2ccc(C(C)C)cc2)cc1	-4	-0.5	1	0.1	-19	29	?	3	-11	-10
COc1ccc(CNCCc2ccc3c(c2)OCO3)cc1Br	5	-1.2	7	11*	14	6	0.7	3	-5	-12
Cc1onc(-c2c(Cl)cccc2Cl)c1NC(=O)NC1CCSC1 (stereo not given)	3	i	1	-0.7	1	7	·	-1	4	-5
COc1cccc(CNCc2ccco2)c1O	·	i	9	-4.0	1	-10	0.8	-2	5	-5
CC(C)N1CCN(Cc2ccc(C#CC(C)(C)O)s2)CC1CCO (stereo not given)	-8	-0.8	4	1.4	18	11	-1.7	2	-3	-5
CN(C(=O)c1cccc(NC(=O)Cc2ccc(NC(=O)C3CCCN(C(=O)CCc4ccccc4)C3)cc2)c1)C1CCC1 (stereo not given)	·	-1.0	-1	0.3	·	27	0.4	·	-4	-5
O=C(COC(=O)/C=C/c1ccc(Cl)cc1)NC1CCS(=O)(=O)C1 (stereo not given)	·	-4.0	0	-1.7	·	0	·	·	-5	·
Cc1ccccc1-c1nc(CS(=O)(=O)CC(=O)NCc2ccc(F)cc2)c(C)o1	3	-0.2	5	4.7	37	17	2.1	-5	-5	-8
O=C(NCCN1CCOCC1)c1cn(CCc2ccccc2)nn1	4	-0.3	-4	·	32	5	-1.8	0	1	-13
O=C(O)c1ccccc1Nc1ccc(OC(F)F)cc1	-1	-0.5	-1	0.6	23	-4	0.2	2	8	-3
c1ccc(-c2ccc(OCCOCCn3cncn3)cc2)cc1	8	i	2	·	2	-3	2.3	-7	-3	-8
Cc1cc(C(=O)Nc2ccc3c(c2)OCCO3)co1	4	7.7	2	·	5	-2	0.1	-1	-3	-10
O=C(O)CN1C(=O)c2ccc(Oc3ccc4c(c3)C(=O)N(CC(=O)O)C4=O)cc2C1=O	2	-3.6	-2	1.2	17	7	-0.6	3	-5	-18
O=C(O)c1ccc2[nH]c3c(c2c1)CSCC3	-6	i	-6	·	13	7	-1.0	3	1	-3
CC(C)(C)C(=O)Nc1nnc(SCc2cccc(F)c2)s1	-4	-1.3	8	1.6	-3	10	2.0	4	-7	-7
c1cncc(CSc2ccc(-c3cccnc3)nn2)c1	3	1.2	0	0.5	15	17	-0.1	0	6	0
O=C(Cc1ccccc1)N1CCN(C(=O)c2ccc([N+](=O)[O-])cc2)CC1	2	i	-12	0.8	22	1	-0.5	2	-1	7
CC1=Nc2ccccc2N=C(NC(=O)/C=C/C(=O)O)C1c1ccccc1 (stereo not given)	-6	3.2	-2	1.1	31	6	3.0	-4	2	-19
COc1ccc([C@H]2CC(=O)C=C(c3cccc(C(C)C)c3)C2)cc1OC	-8	-0.4	0	1.5	·	24	6.7	·	5	-9
N#Cc1cc2c(nc1SCC(=O)Nc1sc3c(c1C#N)CCC3)CCCC2	8	2.6	-13	·	6	3	0.2	0	-1	-1
COc1ccc(CN2CCN(Cc3ccccc3)C(CCO)C2)cc1OC (stereo not given)	3	-0.5	-3	0.3	16	1	-1.1	0	0	3
COC(=O)c1sccc1S(=O)(=O)Nc1ccc(S(N)(=O)=O)cc1	8	i	2	0.5	-4	4	-1.0	4	-10	-5
CCOC(=O)c1cccc(NC(=O)c2cnc3ccccc3n2)c1	-4	-0.6	8	·	16	8	5.2	3	-2	-6
CCOc1ccc(CCNC(=O)COC(=O)COc2cc(C)cc(C)c2)cc1OCC	-1	-5.3	2	2.2	·	20	-0.3	·	·	-19
CCN(CC(=O)Nc1cc(Cl)ccc1C)C(=O)C1CCCCC1	-7	1.4	6	2.4	33	-3	-0.3	-3	-4	-10

Brought forward from above: two compounds, then new ones.
compound	Rv3671c inh	Vc quorum ag	MazEF act	TcdB GH inh	DUSP3 inh	Y pestis TopoI	PfHsp40 rescue	SARS 3CLpro inh	Anthrax LF prot	SSB-PriA inh
CCOc1ccc(CCNC(=O)COC(=O)COc2cc(C)cc(C)c2)cc1OCC	-1	-5.3	2	2.2	·	20	-0.3	·	·	-19
CCN(CC(=O)Nc1cc(Cl)ccc1C)C(=O)C1CCCCC1	-7	1.4	6	2.4	33	-3	-0.3	-3	-4	-10
CCOc1cccc2sc(Nc3nc4ccc(NC(C)=O)cc4s3)nc12	1	-0.2	20	0.5	0	13	20	-2	0	-13&-17
CCCCn1c(SCC(=O)Nc2cc(C(F)(F)F)cc(C(F)(F)F)c2)nnc1C(CC)N(C)C (stereo not given)	2	-0.3	0	1.5	26	23	0.4	0	-2	1
Cc1cccc(NC(=O)CCSc2nc(C)cc(C)n2)c1	8	i	1	·	16	5	-1.1	4	-8	-4
O=C1C2CCCCN2C(=O)N1CCCCN1CCN(c2ccc(F)cc2)CC1 (stereo not given)	-2	-0.3	3	0.0	-4	8	-0.9	3	3	5
CCCn1c(SCN2C(=O)c3ccccc3C2=O)nc2cc(Cl)ccc2c1=O	-3	-0.7	-16	·	1	14	-1.5	-4	-3	-1
O=C(Oc1cccc(-n2cnnn2)c1)c1ccccc1	7	-0.4	-7	0.3	7	3	2.4	4	-3	-5
CCNC(=S)NCc1ccc2[nH]c(C)cc2c1	5	4.6	-14	0.9	4	-11	-1.4	1	-44	63*
COc1ccc(OC)c(NC(=O)COC(=O)CCNc2ccccc2OC)c1	8	0.8	2	-1.5	·	24	-0.7	·	-2	10
COc1cccc(-c2nn(C)c3sc(C(=O)NCc4ccc(C)o4)cc23)c1	-63	i	-7	·	-11	19	1.6	6	-6	-18
